# Screens deposited in PubChem BioAssay by several laboratories.
# GALR2 blocker: GALR2 (human) receptor antagonism | inhibition, % at 4 µM | 140,000 compounds, 0.39% hits | GALR2-expressing cells, antagonist mode | O43603; in the data active means inhibition above about 27%;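 further: cells stimulated with galanin 1-16 at roughly its EC80; 0% = agonist challenge control and 100% = basal control without agonist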
# Target sequence (O43603 whole entry, looked up): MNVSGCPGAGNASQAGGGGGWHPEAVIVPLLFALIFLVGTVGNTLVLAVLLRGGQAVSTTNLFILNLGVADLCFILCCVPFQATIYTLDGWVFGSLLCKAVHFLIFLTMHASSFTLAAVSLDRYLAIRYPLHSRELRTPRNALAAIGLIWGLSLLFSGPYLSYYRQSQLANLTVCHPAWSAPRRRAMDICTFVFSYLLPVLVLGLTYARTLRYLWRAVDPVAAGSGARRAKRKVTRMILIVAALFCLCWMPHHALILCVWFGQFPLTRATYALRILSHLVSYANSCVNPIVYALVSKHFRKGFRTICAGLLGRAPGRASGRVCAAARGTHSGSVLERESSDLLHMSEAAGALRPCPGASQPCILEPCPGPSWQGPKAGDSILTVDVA
# Measles CPE: protection of cells from measles virus; Measles virus-infected cells, CPE protection, absorbance; protection (pct of control), % at 4 µM; 140,000 compounds, 1.5% hits; in the data active means protection mostly above about 24%, no sharp cut-off; inactive means mostly below about 26%; further: some compounds called inactive have numbers as strong as hits
# Yeast lifespan up: yeast lifespan extension; S. cerevisiae growth with nicotinamide, OD615; deaD strain in restrictive glucose medium; 130,000 compounds, 0.68% hits; inhibition of the nicotinamide effect, % at 10 µM;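 active means inhibition above a set limit, placed 3 SD over the median of all compounds, cut at about 26% in these data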;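 further: 0% = nicotinamide-treated wells and 100% = cells grown without nicotinamide; some compounds called inactive have numbers as strong as hits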
#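 Measured by: optical density (absorbance) at 615 nm; System: modified budding yeast, DeaD strain; Medium: restrictive CSMM-D dextrose medium; Timing: 4 h preincubation then 48 h treatment at 30 °C.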
# NPY-Y2 antag: blocks the human neuropeptide Y Y2 receptor. NPY-Y2 expressing cells, antagonist mode. inhibition, % at 2.7 µM. 140,000 compounds, 0.99% hits. AID 793; in the data active means inhibition above about 17%;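 further: 0% = vehicle with agonist challenge and 100% = reference antagonist with challenge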
# Target sequence (P49146 whole entry, looked up): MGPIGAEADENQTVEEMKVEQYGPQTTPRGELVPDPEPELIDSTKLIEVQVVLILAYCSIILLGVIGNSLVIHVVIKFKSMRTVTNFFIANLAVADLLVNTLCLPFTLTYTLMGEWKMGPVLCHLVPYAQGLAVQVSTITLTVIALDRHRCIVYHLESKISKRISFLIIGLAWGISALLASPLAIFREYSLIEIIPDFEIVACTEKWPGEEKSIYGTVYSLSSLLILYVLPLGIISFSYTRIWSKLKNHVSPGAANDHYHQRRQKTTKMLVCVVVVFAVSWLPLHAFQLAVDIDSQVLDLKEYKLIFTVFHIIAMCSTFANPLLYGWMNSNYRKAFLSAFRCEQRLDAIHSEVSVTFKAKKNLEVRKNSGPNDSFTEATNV
# MRP-1 activ: activators of MRP-1. H69AR cells + doxorubicin, viability rescue, CellTiter-Glo. viability increase, % at 10 µM. 140,000 compounds, 0.61% hits. AID 799;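 active means viability gain under doxorubicin at or above a set limit, the compound median plus 3 SD, cut at about 4.7% in these data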;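 further: MRP-1 overexpressing cells given doxorubicin 25 µM after compound pretreatment; 18-22 h compound pretreatment then 72 h with doxorubicin before readout; 0% = doxorubicin-only wells and 100% = vehicle-treated cells without doxorubicin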
# Yeast growth inh: reduces growth of yeast BB579 in restrictive medium. S. cerevisiae BB579 growth, OD615, 48 h. inhibition, % at 10 µM. 140,000 compounds, 0.51% hits. AID 804;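 active means inhibition above a set limit, 3 SD over the mean compound inhibition, cut at about 44% in these data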; further: inactives centre near -24
#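 Test system: Saccharomyces cerevisiae DeaD strain BB579, replicative lifespan model yeast | Buffer or medium: Restrictive CSMM-D medium | Doses: One dose, 10 µM compound with 0.25% DMSO | Incubation: 48 h exposure, 30 °C | Detection: Culture absorbance at 615 nm | Control set: Amphotericin B at 10 µg/mL as positive control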
# Phagocytosis inh: inhibitors of macrophage phagocytosis; J774A.1 macrophage IgG-bead phagocytosis, imaging; inhibition, % at 5 µM; 110,000 compounds, 0.07% hits; AID 1029;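 active means inhibition above the mean of the plate negative controls plus 5 SD, cut at about 13% in these data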;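 further: phagocytic index as fraction of beads internalized from green versus red external bead signal; plate controls were DMSO negative control for no effect and cytochalasin-D positive control for full effect; some results beyond the cut were filed as inactive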
# E-sel TNF inh: TNF alpha driven E-selectin expression inhibition; inhibition, % at 2 µM; 120,000 compounds, 0.71% hits; HUVEC TNFa-induced E-selectin immunofluorescence, high content;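 active means inhibition above the batch mean plus 3 SD, and confirmed as a hit on visual image review, cut at about 43% in these data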;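 further: 0% = TNF-stimulated DMSO wells and 100% = unstimulated control wells; not every result past the cut was called active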
# HCT116 bCat-KO: beta-catenin-lacking colon tumor cell growth suppression; HCT116 beta-catenin knockout viability, CellTiter-Glo, 60 h; stronger effect = lower value; viability, % at 10 µM; 140,000 compounds, 1.5% hits; AID 818;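 active means viability at or under a set limit, the compound median less 4 SD, cut at about 6% in these data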;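 further: 0% = Hyamine 1622 control at 20 µM and 100% = untreated cell control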
# PTEN del growth: suppresses growth of cells with PTEN deletion; HCT116 PTEN-null viability, CellTiter-Glo, 60 h; stronger effect = lower value; 140,000 compounds, 1.2% hits; viability, % at 10 µM; AID 827;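 active means viability at or below a set limit, 4 SD under the median of all tested compounds, cut at about 3.7% in these data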;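 further: PTEN knockout HCT116 line with beta catenin targeted HCT116 as companion control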
# Starred values were filed as active, the others as inactive; . = not tested or not shown.
SMILES,GALR2 blocker,Measles CPE,Yeast lifespan up,NPY-Y2 antag,MRP-1 activ,Yeast growth inh,Phagocytosis inh,E-sel TNF inh,HCT116 bCat-KO,PTEN del growth
Cn1c(=O)[nH]c(=O)c2c1nc(CN1CCN(c3cccc(Cl)c3)CC1)n2CCN1CCOCC1,-6,4,-18,0,-4.3,-36,.,-15,74,77
C/C(=N\NC(=O)c1ccc(CN2CCOCC2)cc1)c1ccc([N+](=O)[O-])cc1,-17,8,-5,1,-0.5,-11,-5,24,96,98
COc1ccc(N2C(=O)[C@@H]3[C@H](C2=O)[C@H]2c4ccccc4C=CN2[C@@H]3C(=O)Nc2ccccc2)cc1,-9,7,-4,1,3.8,-19,-1,15,88,83
Cc1cccnc1Sc1c([N+](=O)[O-])ncn1C,8,9,-9,-3,-1.7,-45,0,38,84,89
COC(=O)c1cc(NS(=O)(=O)c2ccc3c(c2)CCC(=O)N3)cc(C(=O)OC)c1,-7,7,-17,2,-2.0,-1,-1,-26,91,94
COc1ccc(C2c3sc(=O)[nH]c3SC3C(=O)N(c4ccccc4)C(=O)C32)cc1 (centres undefined),0,22,-10,1,1.2,-23,0,.,96,101
O=c1c([N+](=O)[O-])c(NCCN2CCCCCC2)c2ccccc2n1-c1ccccc1,-20,4,3,5,-2.8,-34,1,.,89,82
COC(=O)c1c(NC(=O)CN2CCC3(O)CCCCC3C2c2ccc(OC)cc2OC)sc(C)c1C (centres undefined),-8,4,0,4,-1.9,-6,-7,.,58,55
CCOC(=O)c1sc2nc(C3CC3)cc(-c3ccc(F)cc3)c2c1N,-7,5,-7,0,-0.5,-29,-1,-5,93,98
CC1(C)Cc2c(c(N3CCOCC3)nc3sc4c(NN)ncnc4c23)CS1,-24,9,-7,0,-4.5,-50,-1,1,2.8*,4
COc1ccc(Cl)cc1-c1nc(N)nc(N(C)C)n1,-3,8,-1,-1,-1.6,-27,-6,.,90,95
COCCn1nnnc1C(c1cc2cccc(C)c2[nH]c1=O)N1CCN(c2ccccc2F)CC1 (centres undefined),5,5,-2,5,-3.5,-22,-3,38,89,93
COC(=O)c1cc(OC)c(OC)cc1NC(=O)c1cnccn1,5,1,-11,1,-1.0,-44,5,3,89,93
Cc1ccccc1-n1c(C)nnc1SCc1cc(=O)oc2ccc3ccccc3c12,0,17,3,4,-1.3,-25,-1,.,99,94
COc1ccc([N+](=O)[O-])cc1NC(=O)COC(=O)/C=C/c1ccco1,20,7,-1,6,7.1*,-17,0,-10,111,95
COc1ccc(NC(=O)CSc2c(C)n[nH]c2C)cc1,-2,3,-4,3,-1.1,-5,-1,7,101,88
COc1ccc(S(=O)(=O)N(C)c2ccc(C(=O)N3CCC(C(N)=O)CC3)cc2)cc1,-6,9,-9,3,-0.9,-6,-3,7,95,103
O=C(CSc1nnc2c(n1)[nH]c1ccccc12)Nc1ccc2c(c1)OCO2,-4,11,-4,6,-3.1,-26,-2,-5,86,85
c1ccc(Oc2ccc(-c3ccnc4nc(N5CCN(c6ccccc6)CC5)nn34)cc2)cc1,-4,57,-4,2,-2.3,-37,.,53*,51,54
CN1CCN(c2ccc(Cl)cc2NS(=O)(=O)c2ccccc2Cl)CC1,8,42,-7,4,-2.2,-31,-1,-6,63,55
COC(=O)c1ccc(CSc2nc3ccc(C)cc3[nH]2)o1,8,5,-18,-1,-3.8,-44,0,.,79,83
C/C(CC(=O)Nc1ccc(Cl)c(Cl)c1)=N\NC(=O)Cc1ccccc1,-1,19,-6,3,-0.8,-32,-12,.,90,79
CC(=O)c1ccc(NC(=S)N2C(C)CCCC2C)cc1 (centres undefined),8,14,2,0,-0.1,2,3,-57,103,104
CC(=O)Nc1ccc(OC(=O)c2ccc(Cl)cc2)cc1,-1,26,-4,3,1.4,-7,0,.,86,92
COCCOC(=O)c1c(C)n(C)c2ccc(OC(=O)c3cccs3)cc12,9,17,-5,3,-1.0,-33,-1,.,99,98
# (more compounds)
SMILES,GALR2 blocker,Measles CPE,Yeast lifespan up,NPY-Y2 antag,MRP-1 activ,Yeast growth inh,Phagocytosis inh,E-sel TNF inh,HCT116 bCat-KO,PTEN del growth
Cc1c(C(=O)NCc2cccnc2)oc2ccc(S(=O)(=O)N3CCCCC3)cc12,11,12,-6,2,-1.8,-7,.,-2,60,71
CCOc1cc(S(=O)(=O)NCc2ccc(OC)cc2)c(OCC)cc1-n1cnnn1,-1,-1,-4,2,-2.2,-6,-2,.,48,33
Cc1cnc(C(=O)Nc2ccccc2-n2cccc2)cn1,2,2,-17,-1,-1.3,-16,0,-13,102,100
COc1ccc(-c2nc3ccccc3c(=O)n2CCOc2cc(C)ccc2C)cc1,-2,8,5,6,2.5,-54,2,13,78,78
CCCCNC(=O)COC(=O)CCC(=O)c1cccs1,-2,5,-6,2,2.4,6,-2,.,107,105
Cc1ccccc1-n1nnnc1SCc1csc(-c2ccccc2)n1,3,22,-3,3,-0.2,-62,0,-30,87,89
COc1ccccc1OCCNc1nc2c(c(=O)n(C)c(=O)n2C)n1C,10,14,.,1,0.1,-18,.,-4,97,100
CCOc1ccccc1C1CC(c2ccccc2)Nc2nc(N)nn21 (centres undefined),2,4,0,3,-1.3,29,2,.,89,99
O=C(CSc1nnc2scc(-c3ccccc3)n12)N1CCCc2ccccc21,-7,12,-7,4,-1.1,-52,-2,.,93,96
CCCCNC(=S)NNC(=O)c1csc2c1CCC(C)C2 (centres undefined),-6,11,8,1,0.0,-45,.,-28,78,75
N=C(N)SCc1ccc(Cl)cc1Cl,5,7,2,0,5.2*,-34,-1,-5,88,91
Cc1ccc(-c2nc(CSCC(=O)NCc3cccnc3)c(C)o2)cc1,-2,12,-2,2,-2.5,-46,.,.,69,75
COCc1nnc(SCC(=O)NCc2ccccc2)n1-c1ccccc1,-10,21,-10,1,-1.5,-22,1,13,94,98
Cc1c(C(=O)O)oc2ccc(S(=O)(=O)NCCC3=CCCCC3)cc12,2,14,-6,2,-0.5,-38,.,-1,95,104
Cc1noc(C)c1COc1ccc(C(=O)NCC2CCCO2)cc1 (centres undefined),-5,1,-18,1,-0.8,-34,.,.,73,87
CCOC(=O)c1c(C)c(C(=O)Nc2ccc3c(c2)OCO3)c(C)n1C,-7,6,-22,1,-1.2,-28,.,.,79,92
COc1ccc(CC(=O)NCc2cccs2)cc1,3,8,-12,0,-1.9,-29,8,13,67,72
Cc1ccc(-n2c(SCc3ccc([N+](=O)[O-])cc3)nc3ccccc3c2=O)cc1,6,7,-18,2,-3.0,-26,.,10,84,68
CN(C)S(=O)(=O)c1ccc(C(=O)Nc2nnc(Cc3ccccc3)s2)cc1,4,5,-9,-1,-1.2,-74,3,-2,89,97
O=C(c1ccc(NS(=O)(=O)c2cccs2)cc1)N1CCCCC1,-4,10,-8,3,-0.4,-8,.,-15,91,90
Cc1ccn2c(/C=N/OCc3cccc(F)c3)c(-c3ccc(Cl)cc3)nc2c1,-13,12,-9,3,1.4,-4,.,6,70,58
Oc1c(Br)cc(C2N=C(c3ccccc3Cl)NO2)cc1Br (centres undefined),-8,5,32,8,-3.4,-49,.,-30,106,95
Cc1cccc(C)c1OCC(=O)Nc1ccc(S(=O)(=O)Nc2ccccn2)cc1,3,13,2,2,-3.1,-16,-1,.,95,99
COc1cc(C2Nn3c(nnc3-c3ccccc3OC)S2)ccc1O (centres undefined),4,10,.,1,-4.2,-34,.,-32,99,109
CCN1CCCC1CNC(=O)Cn1cccc1C(=O)c1ccccc1C (centres undefined),2,11,-6,8,-3.2,33,1,.,82,79
# Continued:
SMILES,GALR2 blocker,Measles CPE,Yeast lifespan up,NPY-Y2 antag,MRP-1 activ,Yeast growth inh,Phagocytosis inh,E-sel TNF inh,HCT116 bCat-KO,PTEN del growth
CC(C)c1nnc(NC(=O)C2CCN(c3cnccn3)CC2)s1,0,13,.,2,-3.1,-17,.,11,97,89
COc1ccccc1NC(=O)COC(=O)CNC(=O)c1ccc(OC)c(OC)c1,3,21,-5,1,0.1,-44,1,.,92,107
CSc1ccccc1C(=O)Nc1nccs1,12,6,-7,5,-0.2,-73,0,-2,96,116
O=C(Oc1ccccc1N1C(=O)C2CCCCC2C1=O)c1ccc(Cl)cc1 (centres undefined),-3,4,2,0,-1.7,-42,-2,-9,88,88
Cc1cccc(Cn2c(N3CCCCC3C)nc3c2c(=O)[nH]c(=O)n3C)c1 (centres undefined),-14,9,-2,9,-0.4,17,.,.,91,80
CC1CCCN(C(=O)c2sc3cc([N+](=O)[O-])ccc3c2Cl)C1 (centres undefined),5,17,-9,5,0.8,-3,.,-59,83,88
COc1ccccc1N1CCN(C(=O)c2ccc([N+](=O)[O-])s2)CC1,6,3,-5,1,-2.1,-10,-8,-1,65,64
CC(=O)N1CCN(CC(=O)Nc2ccc(Cl)c(S(=O)(=O)N(C)C)c2)CC1,7,8,0,-1,-1.9,2,.,10,92,94
O=C(CN(C(=O)CCC(=O)Nc1ccccn1)c1ccc2c(c1)OCCO2)NCCc1ccccc1,.,6,.,.,-3.1,-45,.,.,66,50
Cc1onc(-c2ccccc2Cl)c1C(=O)Nc1ccc2c(c1)OCO2,-2,9,0,4,-0.1,10,.,.,103,93
O=C(Cc1c[nH]c2ccccc12)NC1(C(=O)NC2CCCCC2)CCCCC1,8,4,7,1,0.0,-57,-4,-1,88,94
COCCNC(=O)c1cc2c(-c3ccc(Cl)cc3)nn(C)c2s1,3,6,-9,1,-5.4,-27,.,-9,61,62
COc1ccccc1Oc1coc2c(CN(C)C)c(O)ccc2c1=O,2,1,-29,3,-5.0,-1,.,-33,92,94
CCOc1ccc(N=C2C(=O)N(CN3CCOCC3)c3ccccc32)cc1,-2,6,-11,1,-3.7,-9,1,.,84,91
Cc1nnc(SCc2ccc(C(=O)Nc3cc(Cl)ccc3C)cc2)s1,0,6,-2,3,4.2,-23,.,.,88,81
CC(C(=O)Nc1ccccc1F)N1C(=O)c2ccccc2C1=O (centres undefined),-9,1,-6,2,-0.7,-39,-1,.,89,94
Cc1ccc(C)c(C(=O)CN2C3=NCCCN3c3ccccc32)c1,17,5,-6,8,-5.6,-36,.,0,19,24
COc1cc(S(=O)(=O)NCC2CCCO2)c(OC)cc1Cl (centres undefined),15,18,-5,2,-2.0,-17,-1,-19,101,90
O=C(NCCN1CCOCC1)c1cccs1,8,16,-6,2,1.0,-29,0,12,98,98
CNC(=O)c1nnc(Cc2ccc(F)cc2)o1,.,1,-6,.,-0.3,8,0,.,92,96
CCOC(=O)c1sc(NC(=O)CSc2ncn[nH]2)c(C#N)c1C,11,5,-17,6,-0.1,-1,-3,-3,96,100
CCCn1cc(S(=O)(=O)CC(=O)Nc2ccc(OCC)cc2)c2ccccc21,-6,2,-12,4,-1.7,-58,-1,-21,102,95
CCOC(=O)N1CCC(N2C(=O)c3ccccc3C2Nc2ccc3c(C)cc(=O)oc3c2)CC1 (centres undefined),2,6,-9,1,-3.5,-33,0,.,81,89
CC(=O)NC(CC(=O)NC1CCCCC1)c1ccccc1 (centres undefined),-8,2,4,-2,3.2,2,-13,.,85,91
